TRPC6 act: activators of mouse TRPC6 channel; 0.13% of 310,000 active; Q61143; AID 2550; B-score at 10 µM; HEK293-TRPC6 membrane potential dye fluorescence; hits give high values;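 active means B-score of the integrated fluorescence ratio above library mean plus 3 SD, and starting fluorescence ratio within library mean plus 5 SD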;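 further: higher score means more depolarization so channel activation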
Target sequence (Q61143 whole entry, looked up): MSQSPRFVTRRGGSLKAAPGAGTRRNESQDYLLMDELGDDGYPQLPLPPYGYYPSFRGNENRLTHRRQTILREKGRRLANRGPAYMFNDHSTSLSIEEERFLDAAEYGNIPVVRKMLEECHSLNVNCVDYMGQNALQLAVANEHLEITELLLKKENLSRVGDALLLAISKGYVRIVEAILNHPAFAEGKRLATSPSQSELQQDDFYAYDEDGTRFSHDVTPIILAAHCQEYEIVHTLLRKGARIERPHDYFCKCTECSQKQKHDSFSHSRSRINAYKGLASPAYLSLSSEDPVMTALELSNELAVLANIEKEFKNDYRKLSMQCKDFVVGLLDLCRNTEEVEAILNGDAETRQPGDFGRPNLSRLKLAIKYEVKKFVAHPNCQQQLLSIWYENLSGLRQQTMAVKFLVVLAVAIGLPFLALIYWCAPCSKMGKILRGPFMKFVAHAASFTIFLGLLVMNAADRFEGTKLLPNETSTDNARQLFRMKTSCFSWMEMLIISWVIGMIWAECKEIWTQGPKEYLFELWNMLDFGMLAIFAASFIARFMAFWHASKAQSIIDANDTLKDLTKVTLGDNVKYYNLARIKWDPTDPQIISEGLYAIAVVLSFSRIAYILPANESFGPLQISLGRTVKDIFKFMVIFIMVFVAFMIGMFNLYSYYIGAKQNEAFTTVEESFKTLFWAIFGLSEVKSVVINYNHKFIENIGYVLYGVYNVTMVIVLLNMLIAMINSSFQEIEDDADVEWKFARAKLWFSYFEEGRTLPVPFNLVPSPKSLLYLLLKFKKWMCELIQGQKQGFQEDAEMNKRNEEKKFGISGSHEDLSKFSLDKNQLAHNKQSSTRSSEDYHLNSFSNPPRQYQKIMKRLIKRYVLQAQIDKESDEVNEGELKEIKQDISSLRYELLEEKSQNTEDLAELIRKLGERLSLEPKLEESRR
MrgX1 ag: activates human MrgX1 receptor signaling | Q96LB2 | MrgX1-HEK293 cells, Fluo-4 calcium fluorescence, agonist mode; hits give high values | B-score at 10 µM | 0.44% of 310,000 active | AID 588627;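 active means calcium response B-score plate-corrected fluorescence ratio at least 3 library SD, with starting fluorescence B-score inside 5 SD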
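Assay system: MrgX1-expressing HEK293 cells / Amount: fifteen thousand cells per well / Doses: test compound in the initial addition of three / Timing: cells plated overnight, dye loaded 0.5 h 37 °C, 0.5 h room temperature / Technique: kinetic calcium dye fluorescence, Fluo-4 NW / Control set: positive and negative controls per plate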
TRPC4 inh: inhibitors of mouse TRPC4 channel; Q9QUQ5; HEK293 TRPC4beta/mu-opioid, DAMGO-evoked Fluo4 calcium flux; hits give low values; B-score at 10 µM; 0.39% of 300,000 active; AID 2247;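 active means B-score over 3 SD under the library average, no early fluorescence shift, positive overall ratio signal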
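Material: HEK293 cells with stable TRPC4beta plus mu-opioid receptor expression / Probe or stimulus: DAMGO in two steps, submaximal then maximal / Compound: single concentration per test compound / Technique: kinetic Fluo4 fluorescence imaging of calcium influx / Read-out: per-well B score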
Platelet DG rel: modulates dense granule release in human platelets; 0.22% of 300,000 active; human platelet-rich plasma, SFLLRN dense granule ATP release, luminescence; inhibition, %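 (compounds screened at 7.5 µM in platelet-rich plasma)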; AID 1663;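 active means mean replicate score, as percent of positive control, at or above 50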
MrgX1 allo act: human MrgX1 positive allosteric modulation, primary screen; 0.63% of 310,000 active; Q96LB2; MrgX1-HEK293, Fluo-4 calcium flux, FDSS; hits give high values; B-score at 10 µM;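 active means plate-corrected calcium response at least 3 library SD above typical, normal starting fluorescence, not activating the receptor alone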;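 further: compound read alongside a low EC10 to EC30 dose of BAM8-22 agonist; peak minus trough fluorescence over baseline measured at the second addition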
HIF activator: HIF pathway transcriptional activation; U2OS HRE-luciferase reporter, luminescence; normalized: DMSO 0%, desferrioxamine 100%; activation, % at 7.5 µM (by protocol); 0.32% of 300,000 active; AID 1910;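 active means mean activation of at least 10% of the iron chelator positive control signal, with at least half of replicates also reaching 10%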
TRPC6 inhibitor: inhibitors of mouse TRPC6 channel | HEK293-TRPC6, membrane potential dye, ACh-evoked depolarization; hits give low values | AID 2553 | 1.1% of 310,000 active | B-score at 10 µM | Q61143;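 active means B-score under library mean minus 3 SD, initial fluorescence not abnormally high, positive integrated signal ratio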;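 further: B-score derived from integrated fluorescence ratio over the kinetic read; more negative B-score means stronger inhibition of depolarization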
RGS4 inh: inhibitors of human RGS4; HEK293 M3R/RGS4 inducible, Fluo-4 calcium flux; hits give high values; triggered by carbachol at its EC20; AID 463165; 0.45% of 310,000 active; B-score at 10 µM;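 active means B-score, a plate-corrected calcium signal, over three deviations above library mean, with baseline fluorescence within five deviations of library mean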;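 further: RGS4 expression induced by doxycycline in cells with stable M3 receptor; B-score is computed from the integrated fluorescence ratio over baseline after carbachol; higher B-score means a larger calcium signal and so more RGS4 inhibition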
Target sequence (P49798 whole entry, looked up): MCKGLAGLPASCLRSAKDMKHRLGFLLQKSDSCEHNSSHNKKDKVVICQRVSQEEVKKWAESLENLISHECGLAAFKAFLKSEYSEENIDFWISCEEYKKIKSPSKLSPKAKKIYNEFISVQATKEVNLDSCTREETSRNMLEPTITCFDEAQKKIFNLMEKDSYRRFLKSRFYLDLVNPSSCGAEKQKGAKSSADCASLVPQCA
SKKanGAS inh: inhibitors of SKKanGAS S. pyogenes growth in kanamycin (SK-promoter or general growth effect); BacTiter-Glo, 6 h; 1.3% of 300,000 active; AID 1662; inhibition, % at 7.5 µM;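 active means mean replicate score, as percent of positive control median, at least 50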;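 further: strain carries kanamycin resistance gene driven by streptokinase promoter and grows in 40 µg/ml kanamycin; loss of luminescence reflects streptokinase promoter inhibition or plain growth inhibition; 0% = median of DMSO wells and 100% = positive control at its reference dose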
MrgX1 antagonist: antagonists of human MrgX1 receptor. Q96LB2. MRGX1-HEK293 calcium flux, Fluo-4, BAM8-22 antagonism; hits give low values. B-score at 10 µM. 1.3% of 310,000 active;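 active means calcium-response B-score plate-corrected more than 3 library SD below zero, starting fluorescence within 5 deviations, no agonist response on first addition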;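 further: peak minus trough fluorescence over baseline after final BAM8-22 challenge near maximal dose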
RGS4 pot: potentiators or activators of RGS4; HEK293 M3R/inducible RGS4, carbachol calcium flux Fluo4; hits give low values; B-score at 10 µM; 0.92% of 310,000 active;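 active means B-score of the integrated calcium signal more than 4 SD below the library mean, with starting fluorescence not abnormally high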;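 further: negative B-score means reduced calcium response which marks RGS4 activation or potentiation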
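Reagent: ECmax carbachol challenge; Test system: M3R-expressing HEK293 line, RGS4 induced by doxycycline; Schedule: overnight RGS4 induction, 30 min dye load 37 °C, 20 min compound RT; Detection: calcium dye Fluo4 fluorescence; Read-out: Agonist-evoked peak-minus-minimum fluorescence over baseline, integrated ratio, B score.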
Starred values were filed as active, the others as inactive; i = inactive; / = no result given. Compounds as they come (roughly 6.1% active in at least one column).

SMILES	TRPC6 act	MrgX1 ag	TRPC4 inh	Platelet DG rel	MrgX1 allo act	HIF activator	TRPC6 inhibitor	RGS4 inh	SKKanGAS inh	MrgX1 antagonist	RGS4 pot
COc1ccc(CCNC(=O)CCCOc2cc(=O)n(C)c3ccccc23)cc1OC	i	i	i	8	i	-0.1	i	i	-9	i	i
COCCCN1C(=O)C(O)=C(C(C)=O)C1c1ccccn1 (centres undefined)	i	i	i	/	i	-0.5	i	i	1	i	i
COc1ccc(Cl)cc1NC(=S)N(CCN1CCOCC1)C1CCN(C(C)=O)CC1	i	i	i	-2	i	-0.2	i	i	-3	i	i
O=C(O)c1cn(-c2ccc(F)c(F)c2)c2c(F)c(F)c(F)c(F)c2c1=O	i	i	i	10	i	-0.4	i	i	0	i	i
O=C(NCc1ccccc1)c1onc(CSc2ccccc2)c1C(=O)NCc1ccccc1	i	i	i	2	i	0.4	i	i	10	i	i
CCN(CC)CCOc1ccc2c(c1)C(=NNC(=O)c1ccccn1)c1cc(OCCN(CC)CC)ccc1-2	i	i	i	-1	i	-3.8	i	i	/	i	i
O=[N+]([O-])C1C(c2ccccc2)=NOC1c1ccccc1O (centres undefined)	i	i	i	-2	i	1.1	i	i	8	i	i
CCOc1ccccc1C(=O)N1CCOCC1	i	i	i	-12	i	-30	i	i	1	i	i
CCn1c(CN2CCOCC2)nnc1SCC(=O)Nc1ccccc1Cl	i	i	i	4	i	-0.6	i	i	3	i	i
CNC(=S)N1CCN(c2nc(-c3ccc(Cl)cc3)cs2)CC1	i	i	i	6	i	0.2	i	i	-5	i	i
Cc1cccc(OCCCCN2CCNCC2)c1	i	i	i	-1	i	0.3	i	i	-7	i	i
CN1CCN(C(=O)c2ccc(C3SCC(=O)N3Cc3ccco3)cc2)CC1 (centres undefined)	i	i	i	0	i	-0.8	i	i	2	i	i
CC(C)CC(=O)Nc1cccc2c1C(=O)N(c1ccccc1)C2=O	i	i	i	2	i	-0.2	i	i	-5	i	i
Cc1cc(=O)oc2c(N)c(O)ccc12	i	i	i	4	i	/	i	i	-2	i	i
Cc1ccc(NC(=O)c2ccc3ccccc3n2)cc1S(=O)(=O)N1CCOCC1	i	i	i	-1	i	0.0	i	i	1	i	i

(further entries)
SMILES	TRPC6 act	MrgX1 ag	TRPC4 inh	Platelet DG rel	MrgX1 allo act	HIF activator	TRPC6 inhibitor	RGS4 inh	SKKanGAS inh	MrgX1 antagonist	RGS4 pot
CCOC(=O)C1CCN(c2ncnc3c2oc2ccc(Br)cc23)CC1	i	i	i	0	i	0.6	i	i	-7	i	i
CC(C)OCCCn1c(SC(C)C(=O)NC2CC2)nc2ccccc2c1=O (centres undefined)	i	i	i	4	i	-0.6	i	i	-2	i	i
N#C/C(C(=O)N1CCOCC1)=c1/s/c(=C\c2ccccn2)c(=O)n1-c1ccccc1	i	i	i	1	i	0.5	i	i	6	i	i
O=C1C(=Cc2cccn2-c2ccccc2)C(=O)c2ccccc21	i	i	i	-9	i	0.1	i	i	-20	i	i
N/C(=N\OC(=O)COc1ccc2ccccc2c1Br)c1ccccn1	i	i	i	-8	i	3.8	i	i	17	i	i
COC(=O)c1ccc(Cl)c(NC(=O)c2cccc([N+](=O)[O-])c2C)c1	i	i	i	0	i	-0.5	i	i	0	i	i
O=C(NCCN1CCN(S(=O)(=O)c2ccc(F)cc2)CC1)C(=O)NCc1ccccc1	i	i	i	-1	i	-1.3	i	i	-6	i	i
COc1ccc(/C=N/OCC(=O)N2CCCC2)c(OC)c1	i	i	i	-3	i	1.3	i	i	-7	i	i
O=C(CCCC(=O)OCC(=O)c1ccc(F)cc1)Nc1cc(C(F)(F)F)ccc1Cl	i	i	i	-2	i	-0.2	i	i	-9	i	i
COc1cccc(CNC(=O)CCC2CCCN(C(=O)c3cccc(Cl)c3)C2)c1 (centres undefined)	i	i	i	-1	i	-0.4	i	i	-3	i	i
COc1cc(S(=O)(=O)N2CCCCCC2)ccc1Cl	i	i	i	0	i	-2.0	i	i	12	i	i
O=C(C1CCCN(Cc2ccccc2[N+](=O)[O-])C1)N1CCCC1 (centres undefined)	i	i	i	-7	i	0.3	i	i	2	i	i
Cc1cc(C)cc(NC(=O)c2cc(Cl)sc2Cl)c1	i	i	i	20	i	0.4	i	i	3	i	i
Cc1cc(C)c2c3c(sc2n1)C(=O)N(c1ccccc1C)CC(=O)N3	i	i	i	-9	i	0.4	i	i	0	i	i
N#Cc1ccccc1NC(=O)CSc1nnc(-c2ccncc2)o1	i	i	i	12	i	0.2	i	i	-8	i	i

New compounds follow:
SMILES	TRPC6 act	MrgX1 ag	TRPC4 inh	Platelet DG rel	MrgX1 allo act	HIF activator	TRPC6 inhibitor	RGS4 inh	SKKanGAS inh	MrgX1 antagonist	RGS4 pot
Cc1nc(CCN2C(=O)c3ccccc3C2=O)cs1	i	i	i	-7	i	0.7	i	i	-4	i	i
O=c1cc(-c2ccco2)nc(SCc2cccc(Cl)c2)[nH]1	i	i	i	-1	i	-23	i	i	2	i	i
O=C(NCc1cccnc1)NC1(C(F)(F)F)Oc2ccccc2O1	i	i	i	-1	i	-0.4	i	i	-3	i	i
O=C(CNC(=O)c1ccccc1)NC1(C(=O)NC2CCCCC2)CCCCC1	i	i	i	-12	i	-0.5	i	i	0	i	i
CCOC(=O)CSc1nnc(-c2ccccc2)c(-c2ccccc2)n1	i	i	i	4	i	-1.2	i	i	-2	i	i
NC(=O)CC(NC(=O)Cc1ccc(Cl)cc1)c1ccc(NCCCN2CCCC2=O)c([N+](=O)[O-])c1 (centres undefined)	i	i	i	2	i	-0.3	i	i	4	i	i
O=C(Nc1ccc(NC(=O)c2cccs2)cc1)c1ccco1	i	i	i	/	i	3.5	i	i	5	i	i
O=C(Cn1nnc(-c2ccccc2-n2cnnn2)n1)N1CCCCC1	i	i	i	-1	i	-0.2	i	i	10	i	i
Cc1ccc(S(=O)(=O)c2c(N)n(/N=C/c3ccco3)c3nc4ccccc4nc23)cc1C	i	i	i	2	i	0.0	i	i	23	i	i
Cc1ccccc1N(C(=O)CCC(=O)Nc1ccccn1)C(C(=O)NC(C)C)c1ccc(O)cc1 (centres undefined)	i	/	i	-9	/	-0.4	i	i	2	/	i
C#CC[N+](C)(C)CC#Cc1ccccc1	i	i	i	-6	i	0.0	i	i	-6	i	i
COc1ccc(NC(=O)COC(=O)c2ccco2)c([N+](=O)[O-])c1	i	i	i	4	i	0.0	i	i	-13	i	i
C=CCSc1nnc(NC(=O)COc2ccc3ccccc3c2)s1	i	i	i	11	i	-0.1	i	i	1	i	i
CCOc1ccc2nc(N(CCN(C)C)C(=O)c3ccc4ccccc4c3)sc2c1	i	i	i	19	i	0.6	i	i	7	i	i
COc1ccccc1N1CCN(C(=O)c2noc(C(C)C)c2[N+](=O)[O-])CC1	i	i	i	-2	i	0.1	i	i	-4	i	i

Entries from the list above that contain bromine, in the order listed:
SMILES	TRPC6 act	MrgX1 ag	TRPC4 inh	Platelet DG rel	MrgX1 allo act	HIF activator	TRPC6 inhibitor	RGS4 inh	SKKanGAS inh	MrgX1 antagonist	RGS4 pot
CCOC(=O)C1CCN(c2ncnc3c2oc2ccc(Br)cc23)CC1	i	i	i	0	i	0.6	i	i	-7	i	i
N/C(=N\OC(=O)COc1ccc2ccccc2c1Br)c1ccccn1	i	i	i	-8	i	3.8	i	i	17	i	i

Copied from the list.
Under SKKanGAS inh, `Cc1ccc(S(=O)(=O)c2c(N)n(/N=C/c3ccco3)c3nc4ccccc4nc23)cc1C` shows 23
Under SKKanGAS inh, `O=C(Nc1ccc(NC(=O)c2cccs2)cc1)c1ccco1` shows 5
Under SKKanGAS inh, `O=C(NCc1cccnc1)NC1(C(F)(F)F)Oc2ccccc2O1` shows -3
Under Platelet DG rel, `O=C(CNC(=O)c1ccccc1)NC1(C(=O)NC2CCCCC2)CCCCC1` shows -12
Under Platelet DG rel, `NC(=O)CC(NC(=O)Cc1ccc(Cl)cc1)c1ccc(NCCCN2CCCC2=O)c([N+](=O)[O-])c1` (centres undefined) shows 2

New compounds follow:
SMILES	TRPC6 act	MrgX1 ag	TRPC4 inh	Platelet DG rel	MrgX1 allo act	HIF activator	TRPC6 inhibitor	RGS4 inh	SKKanGAS inh	MrgX1 antagonist	RGS4 pot
COC(=O)c1ccc(SCc2cnc(Cl)s2)cc1	i	i	i	2	i	2.2	i	i	-1	i	i
CN(Cc1ccccc1)S(=O)(=O)c1ccccc1[N+](=O)[O-]	i	i	i	-5	i	0.2	i	i	6	i	i
CN(C)S(=O)(=O)c1ccc(C(=O)Oc2cc(=O)[nH]c3ccccc23)cc1	i	i	i	-6	i	0.0	i	i	-3	i	i
CC(C)Oc1cccc(C(=O)C2CCCN(C(=O)c3ccc4c(c3)OCO4)C2)c1 (centres undefined)	i	i	i	6	i	-0.2	i	i	0	i	i
O=C(Nc1c(S(=O)(=O)c2ccc(Cl)cc2)csc1Br)c1ccccc1Cl	i	i	i	5	i	0.9	i	i	8	i	i
COc1ccc(-c2nc(-c3ccccc3)c(-c3cc([N+](=O)[O-])ccc3C)[nH]2)cc1O	i	i	i	6	i	0.0	i	i	2	i	i
COC(=O)COc1ccc(S(=O)(=O)N2CCc3ccccc3C2)cc1C	i	i	i	-8	i	0.1	i	i	-7	i	i
CCCNc1[nH]c(=O)n(C)c(=O)c1N=O	i	i	i	10	i	-0.9	i	i	2	i	i
Cc1cc([N+](=O)[O-])nn1CCCC(=O)Nc1cc(Cl)ccc1Cl	i	i	i	1	i	-0.2	i	i	-8	i	i
O=S(=O)(NCCc1cccs1)c1ccc(Br)cc1	i	i	i	-4	i	-1.8	i	i	0	i	i
Cc1oc(C(=O)O)cc1COc1ccccc1Cl	i	i	i	-5	i	-37	i	i	-5	i	i
O=C1CCC(=O)N1c1nc2nc(-c3ccccc3)cc(=O)n2[nH]1	i	i	i	1	i	0.3	i	i	-10	i	i
CCOC(=O)Cn1nnnc1CN(CCc1ccccc1)Cc1cc2cc(CC)ccc2[nH]c1=O	i	i	i	0	i	-0.4	i	i	1	i	i
COc1ccc2[nH]cc(CCN=C3SCC(=O)N3C)c2c1	i	i	i	3	i	0.6	i	i	1	i	i
O=C(COc1cccc2ccccc12)N/N=C/C=C/c1ccccc1	i	i	i	13	i	-0.4	i	i	-16	i	i
N#CC(/C(=N/S(=O)(=O)c1cccs1)c1ccccc1)c1nc2ccccc2[nH]1 (centres undefined)	i	i	i	-4	i	-0.1	i	i	11	i	i
